Assay outcomes (PubChem BioAssay)
VLA-4 inh = inhibition in human VLA-4 binding assay, primary screen, VLA-4 allosteric modulator project, MLPCN library, flow cytometry, VLA-4 expressing cells; Integrin alpha-4 (Homo sapiens), P13612; ligand binding flow cytometry; inhibition, % (about 7 µM as worked out from the volumes in the protocol); 330,000 compounds, 0.2% hits; AID 2557, 2010; in the data active = inhibition above about 50%
Target sequence (P13612 whole entry, looked up): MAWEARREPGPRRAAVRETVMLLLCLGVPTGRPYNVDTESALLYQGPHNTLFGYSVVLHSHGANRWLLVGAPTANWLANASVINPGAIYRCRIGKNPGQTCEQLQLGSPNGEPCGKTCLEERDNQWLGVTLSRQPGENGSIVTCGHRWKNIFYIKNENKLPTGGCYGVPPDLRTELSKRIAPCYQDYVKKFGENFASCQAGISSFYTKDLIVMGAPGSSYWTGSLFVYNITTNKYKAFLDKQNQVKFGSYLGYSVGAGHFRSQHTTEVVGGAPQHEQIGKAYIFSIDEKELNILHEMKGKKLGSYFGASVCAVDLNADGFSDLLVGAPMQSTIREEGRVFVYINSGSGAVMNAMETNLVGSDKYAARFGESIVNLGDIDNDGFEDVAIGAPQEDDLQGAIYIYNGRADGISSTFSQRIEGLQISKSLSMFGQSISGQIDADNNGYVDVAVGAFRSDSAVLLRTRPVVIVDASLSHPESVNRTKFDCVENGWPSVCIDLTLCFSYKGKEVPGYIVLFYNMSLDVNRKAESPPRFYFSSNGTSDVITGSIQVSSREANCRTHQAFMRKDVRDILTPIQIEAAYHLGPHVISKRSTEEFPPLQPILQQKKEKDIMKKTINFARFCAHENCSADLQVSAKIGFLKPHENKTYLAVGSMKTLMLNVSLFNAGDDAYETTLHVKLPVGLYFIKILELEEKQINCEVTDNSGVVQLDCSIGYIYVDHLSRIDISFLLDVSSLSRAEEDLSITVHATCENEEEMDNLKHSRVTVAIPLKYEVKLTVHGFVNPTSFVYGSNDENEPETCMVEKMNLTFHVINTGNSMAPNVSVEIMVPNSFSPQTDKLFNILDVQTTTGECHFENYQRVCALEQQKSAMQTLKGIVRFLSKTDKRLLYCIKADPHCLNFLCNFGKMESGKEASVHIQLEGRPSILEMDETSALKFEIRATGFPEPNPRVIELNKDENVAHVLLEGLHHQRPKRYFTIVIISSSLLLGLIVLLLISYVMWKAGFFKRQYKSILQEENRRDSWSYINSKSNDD
GRK2 aptamer HTS = compounds blocking aptamer binding on GRK2 – biochemical, human GRK2, bead flow cytometry, HTS, primary screen | Beta-adrenergic receptor kinase 1 (Homo sapiens), P25098 | 330,000 compounds, 0.59% hits | inhibition of aptamer binding, % at 10 µM | FAM-aptamer displacement from GRK2;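 active = inhibition of aptamer binding above 40%, roughly 3 SD of noise, on plates passing a quality check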;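 also: median bead fluorescence of bound FAM aptamer so fluorescent compounds give negative values; no value below 0 was filed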
CIT2 TOR yeast = modulators of CIT2-GFP expression in yeast, primary screen, S. cerevisiae, GFP fusion, multiplex flow cytometry, MLPCN library; 320,000 compounds, 0.065% hits; GFP response vs DMSO, % at 10 µM; AID 2029, 2009; S. cerevisiae CIT2-GFP strain, 3 h; 100 means same as DMSO wells;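 active = GFP response relative to DMSO above a set limit, near the screen mean plus 3 SD, cut at about 150% in these data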;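 also: ratio of well median GFP fluorescence to mean of DMSO wells on the plate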
Yeast superoxide = reduction of superoxide in aged yeast, primary screen, HTS; superoxide response (% of plate mean), % at 10 µM; 330,000 compounds, 0.18% hits; S. cerevisiae aged cells, superoxide DHE fluorescence; active compounds read low;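 active = superoxide response under a set limit, about three screen SD below normal, cut at about 65% in these data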;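 also: yeast aged for seven days with compound at 30 °C before DHE staining; 100% = average MFI of all compound-treated wells on the plate with controls excluded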
AGP1 TOR yeast = modulators of AGP1-GFP expression in yeast TOR pathway, primary screen, cell-based, multiplex flow cytometry, S. cerevisiae, MLPCN library | 320,000 compounds, 0.02% hits | AID 2066, 2009 | 3 h; GFP as percent of DMSO wells | GFP response vs DMSO, % at 10 µM;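 active = GFP response relative to DMSO above a set limit, near screen average plus 3 SD, cut at about 150% in these data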;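 also: median GFP channel fluorescence of the gated AGP1 strain per well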
MEX-5 binding = MEX-5 zinc finger RNA-binding disruptors – biochemical, C. elegans, fluorescence polarization, MLPCN library, primary screen. Zinc finger protein mex-5 (Caenorhabditis elegans), Q9XUB2. MEX-5/FITC-TCR2 RNA binding; active compounds read low. activity score (negative = inhibition of binding), % at 10 µM. 300,000 compounds, 0.38% hits. AID 1832, 2009;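 active = inhibition past about -25% in most replicates, and total fluorescence under double the plate's negative control median, limit read from the data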;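 also: 0% = DMSO and -100% = 5 µM competing unlabeled TCR2 RNA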
MCL1 BIM primary = inhibitors of MCL1 binding to BIM-BH3, primary screen, biochemical, fluorescence polarization | Induced myeloid leukemia cell differentiation protein Mcl-1 (Homo sapiens), Q07820 | GST-MCL1 / FITC-Bim-BH3 fluorescence polarization | inhibition, % at 10.9 µM | 320,000 compounds, 0.68% hits | AID 2057, 2009;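 active = inhibition above the mean inhibition of all tested compounds plus 3 SD, set per campaign, cut at about 40% in these data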;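 also: 0% = DMSO wells and 100% = unlabeled Bim-BH3 peptide control; higher means more loss of mP so more displacement of Bim peptide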
BCLXL inh = inhibitors of human Bcl-xL, primary screen, biochemical, fluorescence polarization, HTS; Bcl-2-like protein 1 (Homo sapiens), Q07817; GST-Bcl-xL / FITC-Bim BH3 peptide fluorescence polarization; 320,000 compounds, 0.7% hits; inhibition, % at 10.9 µM; AID 2129, 2009;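 active = inhibition above the mean of all tested compounds plus 3 SD, cutoff set per campaign, cut at about 30% in these data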;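 also: 0% = DMSO wells and 100% = unlabeled Bim-BH3 peptide competitor; inhibitors lower millipolarization by displacing the labeled peptide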
GLD-1 RNA inh = GLD-1/TGE RNA complex disruptors, primary screen, biochemical, fluorescence polarization; AID 2280, 2010; inhibition, % at 5.96 µM; Female germline-specific tumor suppressor gld-1 (Caenorhabditis elegans), Q17339; 320,000 compounds, 0.44% hits; purified GLD-1 + fluorescein TGE RNA;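 active = percent inhibition above a per-plate cutoff, the plate mean of test compounds plus 3 SD, cut at about 30% in these data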;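 also: 0% = DMSO wells with GLD-1 and probe and 100% = wells lacking GLD-1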
Numbers without * were called inactive; x = no result given.

SMILES	VLA-4 inh	GRK2 aptamer HTS	CIT2 TOR yeast	Yeast superoxide	AGP1 TOR yeast	MEX-5 binding	MCL1 BIM primary	BCLXL inh	GLD-1 RNA inh
CCCCN(C(=O)CN1C(=O)C2CCCCC2C1=O)c1c(N)n(CCCC)c(=O)[nH]c1=O (centres undefined)	11	1	114	106	123	-3.9	-15	-7	5
CCOC(=O)C1(Cc2cccc(OC)c2)CCCN(C(=O)c2cc(C)oc2C)C1 (centres undefined)	-108	5	90	116	98	-4.3	-3	-2	3
COc1cc(/C=C/c2onc(C)c2[N+](=O)[O-])cc(OC)c1OC	19	x	90	99	104	0.3	-9	-7	0
Fc1ccccc1/C=N/Nc1nc(N2CCCCC2)nc(N2CCCCC2)n1	9	5	102	99	107	-0.4	3	4	3
CC(C)CN(CC(C)C)C(=O)CN1C(=O)NC2(CCCc3ccccc32)C1=O (centres undefined)	9	0	104	113	102	1.8	6	4	3
CC(C)c1ccc(NC(=O)CCNC(=O)N2CC(=O)Nc3ccccc32)cc1	28	0	110	85	98	1.8	-1	3	-4
N#C/C(=N\Nc1cccc(Cl)c1)C(=O)c1ccccc1	-17	4	94	93	x	-2.5	4	7	4
Cc1ccc2nc3n(c(=O)c2c1)-c1ccc(Cl)cc1C(=O)NC3CC(C)C (centres undefined)	7	0	100	95	99	x	x	x	9
COc1cc2ccccc2cc1C(=O)N1CC(C)CC(C)C1 (centres undefined)	1	4	84	93	72	1.3	1	0	3
CN(C(=O)COC(=O)COc1ccc2c(c1)CCC2)c1c(N)n(Cc2ccccc2)c(=O)[nH]c1=O	-3	0	85	109	92	0.5	4	4	1
CC(Sc1ccccc1)C(=O)N1CCN(S(=O)(=O)c2ccccc2F)CC1 (centres undefined)	-3	0	96	111	97	2.6	5	2	4
O=C(COC(=O)c1ccccc1O)NCC1COc2ccccc2O1 (centres undefined)	12	4	95	70	99	x	-5	-1	6
COc1cc(CO)cc(Br)c1OCC(=O)O	11	4	93	115	99	1.0	-26	-17	11
CCCc1nc2oc3c(NCc4ccccn4)ncnc3c2c2c1COC(C)(C)C2	-19	2	94	101	95	-1.1	-4	2	8
CCc1ccc(NC(=O)NCC2CCN(c3ccc(OC)cc3)C2)cc1 (centres undefined)	-9	1	106	69	102	0.8	5	10	1
Cc1cc(C)cc(C(=O)N2CCN=C2SCc2ccc([N+](=O)[O-])cc2)c1	15	0	83	104	88	1.0	4	1	-7
CCOc1ccc(/C=N/NC(=O)c2ccoc2C)cc1OC	0	0	101	109	103	0.4	7	1	-3
CC(=O)Nc1ccc(S(=O)(=O)Nc2ccccc2C(=O)N2CCCCCC2)cc1	13	2	108	106	100	0.9	8	1	-5
c1cc(CNC23CC4CC(CC(C4)C2)C3)ccn1	-3	1	107	87	104	-1.7	1	6	-7
CCOC(=O)c1c(NC(=O)CSc2nnc(CN3CCOCC3)n2C)sc2c1CCCC2	2	0	89	95	100	-0.6	-1	0	-7
Cc1ccnc(NC(=O)C2CCCN(c3ncnc4c3nc3n4CCCCC3)C2)c1 (centres undefined)	-1	0	94	107	99	1.5	-7	6	7
CSc1nc(NCc2ccco2)c2sc3nc(C(C)C)c4c(c3c2n1)CC(C)(C)OC4	-44	0	105	98	100	-2.6	0	6	8
Cc1cccc(-c2noc(Cc3ccc(Cl)cc3)n2)c1	-7	1	112	93	106	x	3	8	-2
CCN(CC)c1ccc(NC(=O)CSc2nc(C)cc(=O)[nH]2)cc1	-3	0	106	102	107	-0.5	7	1	2
O=C(NNC(=O)c1cnccn1)c1ccc(Cl)c(Cl)c1	5	0	97	109	106	-6.8	8	2	-5

3 compounds drawn at random from those above, as already listed:
SMILES	VLA-4 inh	GRK2 aptamer HTS	CIT2 TOR yeast	Yeast superoxide	AGP1 TOR yeast	MEX-5 binding	MCL1 BIM primary	BCLXL inh	GLD-1 RNA inh
CN(C(=O)COC(=O)COc1ccc2c(c1)CCC2)c1c(N)n(Cc2ccccc2)c(=O)[nH]c1=O	-3	0	85	109	92	0.5	4	4	1
COc1cc2ccccc2cc1C(=O)N1CC(C)CC(C)C1 (centres undefined)	1	4	84	93	72	1.3	1	0	3
CCN(CC)c1ccc(NC(=O)CSc2nc(C)cc(=O)[nH]2)cc1	-3	0	106	102	107	-0.5	7	1	2

Going on with the list.
SMILES	VLA-4 inh	GRK2 aptamer HTS	CIT2 TOR yeast	Yeast superoxide	AGP1 TOR yeast	MEX-5 binding	MCL1 BIM primary	BCLXL inh	GLD-1 RNA inh
O=C(Nc1ccc(NC(=O)C2CC2)cc1)c1cccs1	12	0	108	95	101	-1.6	0	5	-4
NC(=O)c1ccsc1NC(=O)CCc1ccccc1	10	1	99	106	92	0.7	-5	11	-5
O=C(CN1C(=O)NC2(CCOc3ccccc32)C1=O)Nc1cccc([N+](=O)[O-])c1 (centres undefined)	7	0	99	97	100	x	x	x	5
COC(=O)C1=C(C)N(Cc2ccccc2)C(=NCc2cc(OC)c(OC)c(OC)c2)N[C@H]1c1ccccc1	0	0	95	102	93	-3.1	-13	-9	-4
Clc1ccc(CNCC2CCCO2)cc1 (centres undefined)	4	0	105	104	105	-0.9	x	x	x
CCSc1nc(C)c(CCOc2cccc(C)c2)c(=O)[nH]1	12	0	99	91	98	1.6	-1	7	2
CCOC(=O)C1CCCN(c2c(NCCc3ccc(S(N)(=O)=O)cc3)c(=O)c2=O)C1 (centres undefined)	30	3	96	101	100	1.4	4	3	-5
N#Cc1ccc(Oc2ccc(-c3cnc4ccccc4n3)cc2)cc1C#N	9	0	106	107	103	1.1	-1	3	8
CC(C)N(CCn1cnc2c([nH]c3ccccc32)c1=O)C(C)C	9	8	95	97	105	-0.5	-2	1	2
O=C(O)CONC(=O)c1cc(OCC(F)(F)F)ccc1OCC(F)(F)F	-22	1	101	93	x	2.1	6	8	-1
CN(Cc1ccc(Br)cc1)C(=O)CCN1C(=O)c2cccc([N+](=O)[O-])c2C1=O	2	6	84	109	94	-3.7	-6	1	1
COc1ccccc1CNC(=O)c1ccc(CS(=O)(=O)c2ccccc2C)o1	-1	3	104	101	101	0.0	6	3	1
CCOC(=O)CSc1nc2ccccc2c(=O)n1CCN1CCOCC1	7	2	113	94	108	-0.2	-2	6	9
CN(C)S(=O)(=O)c1ccc(C(=O)OCC(=O)Nc2ccc3c(c2)OCO3)cc1	23	2	100	101	94	x	3	1	0
OC(COc1ccc(CNCc2cccnc2)cc1)CN1CCc2ccccc2C1 (centres undefined)	5	0	106	112	102	1.1	6	3	-5
Cc1cc(NC(=O)c2ccc(N3C(=O)CCC3=O)cc2)no1	-3	4	98	93	100	1.1	-5	3	-7
COc1ccc(CCNC(=S)Nc2ccccc2C)cc1	12	0	94	108	100	-1.6	2	0	5
OCCN1CCN(CCSc2ccccc2)CC1	9	0	97	89	113	-1.2	3	4	2
Cc1ccc(S(=O)(=O)NCCSc2nnnn2-c2ccc(C(N)=O)cc2)cc1	-16	4	101	90	98	0.8	-6	1	6
CCOC(=O)c1[nH]c2ccccc2c1NC(=O)c1nonc1C	16	0	100	102	101	2.8	-1	3	2
CN(C)NC(=O)C12CCC(C)(C(=O)O1)C2(C)C (centres undefined)	5	0	101	97	108	-1.8	5	2	13
C=CCn1c(SCC(=O)Nc2ccc(C(=O)OC(C)C)cc2)nnc1-c1cccs1	0	1	94	108	102	4.5	-8	-1	4
CCCCCCOc1ccc(N2C(=O)CC(N3CCN(CCN=CC4=C(O)CC(C)(C)CC4=O)CC3)C2=O)cc1 (centres undefined)	-2	0	91	102	109	1.2	3	7	3
COc1ccc(O)c(/C=N/N=C2/C(=O)Nc3ccccc32)c1	1	0	82	109	86	0.1	5	10	6
CC(C)CCNC(=O)[C@H](CC(C)C)NC(=O)[C@H]1O[C@@H]1C(=O)O	4	0	113	99	102	2.4	1	2	-1
(more compounds)
SMILES	VLA-4 inh	GRK2 aptamer HTS	CIT2 TOR yeast	Yeast superoxide	AGP1 TOR yeast	MEX-5 binding	MCL1 BIM primary	BCLXL inh	GLD-1 RNA inh
Cc1cccc(-n2c(C)c(C)c3c(N)ncnc32)c1	-2	1	106	98	103	1.1	4	2	4
COc1cc2c(C)nc3c(cnn3-c3ccccc3)c2cc1OC	0	0	101	112	96	1.5	4	2	0
O=C(COc1ccc(Br)cc1CNC1CCCC1)Nc1ccccc1	23	0	97	90	97	1.5	-7	-3	-2
CS(=O)(=O)Nc1ccccc1C(=O)NCCSCc1ccccc1	5	1	106	110	103	3.2	-7	3	10
CC(C)CN1CCN(Cc2cccn2-c2ccc(Cl)cn2)CC1CCO (centres undefined)	-12	2	112	93	114	-0.9	2	9	3
O=C(Nc1c2c(nn1-c1ccc(F)cc1)CS(=O)C2)c1ccc(Br)o1 (centres undefined)	13	0	97	93	97	1.2	-8	-3	2
CN(C)C(=O)c1cc([N+](=O)[O-])ccc1O	13	2	105	98	96	2.1	-1	3	0
Cc1cc(=O)oc2cc(NC(=O)CCCC(=O)O)ccc12	10	4	107	102	103	0.4	8	6	5
CS(=O)(=O)N1CCN(c2ccccc2NC(=S)NC(=O)c2cccs2)CC1	9	2	98	110	97	0.8	5	3	-9
Cc1cc2oc(=O)cc(CN3CCN(S(=O)(=O)c4ccc5c(c4)OCCO5)CC3)c2cc1C	13	1	105	101	103	0.8	-5	3	0
COc1cccc(CCNC(=O)C2CCC(=O)N(Cc3cccc(OC)c3)C2)c1 (centres undefined)	14	0	103	75	104	2.2	3	3	-4
O=C(COC(=O)c1cn(-c2ccccc2)nc1-c1ccccc1)c1ccc([N+](=O)[O-])cc1	-4	1	100	112	101	x	-2	3	5
Cc1ccc(Oc2ncccc2NC(=O)CC(CC(=O)O)c2ccccc2)c2c1CCC2 (centres undefined)	-8	0	98	104	109	0.3	8	3	11
Nc1ccc2c(c1)C(=O)N(CCCCCC(=O)O)C2	6	2	86	107	91	-4.0	1	-1	4
COc1ccc(NC(=O)Cc2coc3cc(C)ccc23)cc1S(=O)(=O)N1CCOCC1	8	1	102	100	106	-3.5	5	3	-8
COCCSc1ccccc1C(=O)Nc1ccc(Cl)cn1	-1	0	108	96	96	2.2	10	3	3
CCOC(=O)N1CCN(CC(=O)Nc2cc(C)nn2-c2nc3ccccc3s2)CC1	0	2	94	97	100	0.3	1	-1	-1
COc1ncccc1C(=O)NC1CCCc2c1cnn2-c1ccc(C)c(C)c1 (centres undefined)	-1	9	116	120	121	2.3	4	6	-9
CC(C)(CSc1nncn1/N=C/c1ccco1)NS(=O)(=O)c1ccc(Cl)cc1	6	0	86	101	89	-4.4	1	4	5
O=C(COc1ccccc1)NC(=S)Nc1ccc(Br)cn1	6	0	100	83	109	x	2	2	6
COc1cccc(C(=O)N(C)CC(=O)Nc2cccc3ccccc23)c1	19	4	98	94	103	x	2	2	0
CCN(CCCNC(=O)CCn1c(=O)[nH]c2ccccc2c1=O)c1ccccc1	17	5	106	104	107	0.4	3	9	0
Cc1ccc(C)c(N(CC(=O)NC2CCCC2)C(=O)CCC(=O)Nc2nccs2)c1	-2	0	101	99	97	-1.7	0	1	12
